High-throughput results: PubChem, several laboratories
PMI activator – increases human mannose-6-phosphate isomerase activity; purified human PMI, coupled resazurin fluorescence, 20 min; active compounds read high; 1 = vehicle control, 0 substrate-free wells; activation factor at 20 µM; P34949; hit rate 0.005% among 190,000;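 active means activation factor of 2 or more at 20 µM, relative to plate controls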
Target sequence (P34949 whole entry, looked up): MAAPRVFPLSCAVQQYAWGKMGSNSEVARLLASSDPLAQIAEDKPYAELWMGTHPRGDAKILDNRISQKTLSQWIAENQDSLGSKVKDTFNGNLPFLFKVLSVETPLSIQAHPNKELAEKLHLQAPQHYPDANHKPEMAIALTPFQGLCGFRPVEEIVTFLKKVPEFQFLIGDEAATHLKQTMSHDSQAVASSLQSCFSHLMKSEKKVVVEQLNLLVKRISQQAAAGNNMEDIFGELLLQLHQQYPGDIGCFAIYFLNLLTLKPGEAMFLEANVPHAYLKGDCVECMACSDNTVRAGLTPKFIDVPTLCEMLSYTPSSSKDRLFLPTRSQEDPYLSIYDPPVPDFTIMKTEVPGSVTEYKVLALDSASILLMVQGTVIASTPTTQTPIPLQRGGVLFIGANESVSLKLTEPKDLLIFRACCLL
G6PDH CS – inhibits Leuconostoc G6PDH, flagging false hits in G6PDH-based assays. Purified L. mesenteroides G6PDH, diaphorase/resazurin coupled fluorescence, 45 min. inhibition, % at 5 µM. hit rate 0.12% among 200,000; in the data active means inhibition above about 50%
TR-FRET SRC-2 ct – TR-FRET artefact, counter-screen to PPARgamma/SRC-2 agonist assay; active compounds read high; TR-FRET ratio at 8 µM; hit rate 0.4% among 200,000; in the data active means TR-FRET ratio above about 2000; further: inactives centre near 1500
PPARg SRC-3 ag – agonists of human PPARgamma SRC-3 coactivator recruitment; P37231; biochemical PPARgamma/SRC-3 coactivator recruitment assay; activation, % at 8 µM; hit rate 0.26% among 200,000; in the data active means activation above about 23%;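 further: 0% = DMSO and 100% = reference agonist; some compounds past the cut are filed as inactive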
S1P3 antagonist – S1P3 (human) receptor antagonism. CHO S1P3 NFAT-BLA reporter, FRET fluorescence, antagonist mode. Q99500. hit rate 0.27% among 170,000. inhibition, % at 4.98 µM;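 active means inhibition above the plate cutoff, the mean inhibition of test wells on that plate plus 3 SD, cut at about 28% in these data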;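 further: cells challenged with S1P at its EC80 of 0.8 µM; blue over green emission ratio from cleaved BLA substrate after 4 h stimulation; 0% = S1P-stimulated wells and 100% = unstimulated DMSO-only wells; some compounds past the cut are filed as inactive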
Target sequence (Q99500 whole entry, looked up): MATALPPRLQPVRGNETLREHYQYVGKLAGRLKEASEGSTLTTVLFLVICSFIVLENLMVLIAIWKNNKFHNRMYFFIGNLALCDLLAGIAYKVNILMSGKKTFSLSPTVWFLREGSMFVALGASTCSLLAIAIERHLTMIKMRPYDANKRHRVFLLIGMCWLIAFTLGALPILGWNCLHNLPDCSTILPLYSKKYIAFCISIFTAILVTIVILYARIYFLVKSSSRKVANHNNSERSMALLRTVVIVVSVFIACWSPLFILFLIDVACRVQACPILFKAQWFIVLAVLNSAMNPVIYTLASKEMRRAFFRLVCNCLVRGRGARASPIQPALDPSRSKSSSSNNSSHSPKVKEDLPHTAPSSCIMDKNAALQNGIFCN
PMI act satM6P – increases human PMI activity with near-saturating mannose 6-phosphate; P34949; coupled PMI enzyme assay, resazurin fluorescence, 20 min; active compounds read high; 1 = untreated enzyme, 0 = substrate-free blank; activation factor at 20 µM; hit rate 0.34% among 190,000; AID 1216;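 active means activation factor of 2 or more at 20 µM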
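Test system: human phosphomannose isomerase with PGI, G6PDH, diaphorase coupling enzymes; amount: 15 ng/mL PMI; incubation: enzyme reaction with compound 20 min at room temperature; technique: resorufin fluorescence (Ex 544/Em 590 nm) from resazurin via diaphorase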
PPARg SRC-2 ag – promotes SRC-2 coactivator recruitment by human PPARgamma. hit rate 0.34% among 200,000. PPARgamma LBD-SRC-2 recruitment, biochemical. AID 1032. activation, % at 8 µM; in the data active means activation above about 22%;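 further: 0% = vehicle and 100% = reference agonist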
Diaph act CS – diaphorase activation or chemical reduction counter-screen. hit rate 0.005% among 190,000. Diaphorase/resazurin coupled assay, resorufin fluorescence, 16 min; active compounds read high; 1 = vehicle wells, 0 = NADH-free wells. activation factor at 20 µM;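 active means diaphorase activity raised at least twofold by the compound at 20 µM; inactive means activation factor below 2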
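Material: purified diaphorase enzyme from Clostridium kluyveri; Also added: 0.114 mM NADH and 0.1 mM resazurin, final amounts; Doses: single compound dose of 20 µM, 1% DMSO final; Times: 16 min enzyme reaction, ambient temperature; Detection: resorufin fluorescence, excitation 544 nm, emission 590 nm; Measure: increased resorufin signal from activators or reducing compounds.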
ROMK primary – modulates human ROMK potassium channel activity. B-score at 10 µM. P48048. AID 1918. hit rate 2% among 130,000. Tet-inducible ROMK, thallium flux fluorescence; actives lie on both sides;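 active means signal ratio slope over the read window, or its plate-corrected B-score, at least 3 SD from the plate mean, either direction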;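 further: B-score of the F/F0 ratio slope over 7 to 12 s after thallium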
PPARg SRC-1 ag – promotes SRC-1 coactivator recruitment by human PPARgamma. PPARgamma-SRC-1 coactivator recruitment biochemical assay. activation, % at 8 µM. hit rate 0.41% among 200,000. AID 631; in the data active means activation above about 19%;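 further: 0% = DMSO and 100% = reference agonist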
Diaph inh CS – counter-screen for diaphorase-based assays: diaphorase inhibitors and chemical oxidizers | diaphorase resazurin-to-resorufin fluorescence, NADH, 16 min; bacterial (C. kluyveri) enzyme, not human | inhibition, % at 20 µM | hit rate 0.69% among 190,000 | AID 1217;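 active means primary screen inhibition at 20 µM above a set limit, cut at about 50% in these data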;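 further: plate controls were DMSO with full reaction for no effect and wells lacking NADH for full effect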
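Assay system: diaphorase enzyme from Clostridium kluyveri; Input: enzyme working solution with 0.14 U/mL diaphorase; Timing: 16 min at room temperature; Technique: resorufin fluorescence, excitation 544 nm, emission 590 nm; Benchmarks: positive control minus NADH, DMSO neutral control.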
* = called active by the depositor. An excerpt, so the mix of outcomes need not match the whole.

The first 2 records, ahead of the listing:
`O=C(/C=C/c1ccc2c(c1)OCO2)c1c(O)n(CCC2=CCCCC2)c(=O)[nH]c1=O` gave PMI activator 0.9, G6PDH CS 2, TR-FRET SRC-2 ct 1463, PPARg SRC-3 ag 0, S1P3 antagonist -6, PMI act satM6P 0.9, PPARg SRC-2 ag -11, Diaph act CS 0.8, PPARg SRC-1 ag 2 and Diaph inh CS 17.
For CC(C)(C)NC(=O)C1CC2CCCCC2CN1 (centres undefined) the results were PMI activator 0.9, G6PDH CS 12, TR-FRET SRC-2 ct 1783, PPARg SRC-3 ag -3, S1P3 antagonist -1, PMI act satM6P 0.9, PPARg SRC-2 ag -7, Diaph act CS 1, ROMK primary -0.026, PPARg SRC-1 ag -1 and Diaph inh CS -1.

Main list, repeating the preview:
`O=C(/C=C/c1ccc2c(c1)OCO2)c1c(O)n(CCC2=CCCCC2)c(=O)[nH]c1=O` gave PMI activator 0.9, G6PDH CS 2, TR-FRET SRC-2 ct 1463, PPARg SRC-3 ag 0, S1P3 antagonist -6, PMI act satM6P 0.9, PPARg SRC-2 ag -11, Diaph act CS 0.8, PPARg SRC-1 ag 2 and Diaph inh CS 17.
For CC(C)(C)NC(=O)C1CC2CCCCC2CN1 (centres undefined) the results were PMI activator 0.9, G6PDH CS 12, TR-FRET SRC-2 ct 1783, PPARg SRC-3 ag -3, S1P3 antagonist -1, PMI act satM6P 0.9, PPARg SRC-2 ag -7, Diaph act CS 1, ROMK primary -0.026, PPARg SRC-1 ag -1 and Diaph inh CS -1.
CCC(=NCc1ccc(F)cc1)c1c(O)n(C)c(=O)n(C)c1=O was read as PMI activator 1.1, G6PDH CS 0, TR-FRET SRC-2 ct 1276, PPARg SRC-3 ag 4, S1P3 antagonist 33, PMI act satM6P 1, PPARg SRC-2 ag -7, Diaph act CS 0.9, PPARg SRC-1 ag -4 and Diaph inh CS 15.
`Cc1ccsc1C(=O)C1CCCN(Cc2cnn(C)c2)C1` (centres undefined) gave PMI activator 0.9, G6PDH CS 1, TR-FRET SRC-2 ct 1655, PPARg SRC-3 ag 6, S1P3 antagonist 3, PMI act satM6P 0.9, PPARg SRC-2 ag 5, Diaph act CS 0.9, ROMK primary 1.3, PPARg SRC-1 ag 10 and Diaph inh CS 15.
For COc1ccc(CCC(=O)N2CCC3(CC2)OCCO3)cc1 the results were PMI activator 1, G6PDH CS 3, TR-FRET SRC-2 ct 1598, PPARg SRC-3 ag -11, S1P3 antagonist -11, PMI act satM6P 1.1, PPARg SRC-2 ag -2, Diaph act CS 1.1, PPARg SRC-1 ag 1 and Diaph inh CS -7.
`CCCc1[nH]nc2c1C1(C(=O)N(CC(N)=O)c3ccccc31)C(C(=O)OC)=C(N)O2` (centres undefined) gave PMI activator 1, G6PDH CS 9, TR-FRET SRC-2 ct 1729, PPARg SRC-3 ag 2, S1P3 antagonist -47, PMI act satM6P 0.9, PPARg SRC-2 ag -7, Diaph act CS 0.8, PPARg SRC-1 ag 3 and Diaph inh CS 20.
Screening CC(C)CCOC(=O)c1c(N)n(CC2CCCO2)c2nc3ccccc3nc12 (centres undefined) returned PMI activator 0.8, G6PDH CS 2, TR-FRET SRC-2 ct 1489, PPARg SRC-3 ag 2, S1P3 antagonist 13, PMI act satM6P 0.9, PPARg SRC-2 ag -2, Diaph act CS 1, PPARg SRC-1 ag 2 and Diaph inh CS 2.
For CC(C)N1C(=O)NC(=O)C2(Cc3cc([N+](=O)[O-])ccc3N(C)C2c2ccccc2)C1=O (centres undefined) the results were PMI activator 0.9, G6PDH CS -15, TR-FRET SRC-2 ct 1531, PPARg SRC-3 ag 1, S1P3 antagonist -2, PMI act satM6P 1, PPARg SRC-2 ag -5, Diaph act CS 0.9, PPARg SRC-1 ag 1 and Diaph inh CS 15.
COc1ccc(CCC(C)NCCc2ccccc2)cc1 (centres undefined) was read as PMI activator 1, G6PDH CS 0, TR-FRET SRC-2 ct 1393, PPARg SRC-3 ag -5, PMI act satM6P 1, PPARg SRC-2 ag 4, Diaph act CS 1, ROMK primary -3.9*, PPARg SRC-1 ag -5 and Diaph inh CS 2.
Screening O=c1c2ccccc2nc(C[n+]2ccccc2)n1-c1cccc(C(F)(F)F)c1 returned PMI activator 1.1, G6PDH CS 7, TR-FRET SRC-2 ct 1510, PPARg SRC-3 ag 4, S1P3 antagonist 10, PMI act satM6P 1.1, PPARg SRC-2 ag 3, Diaph act CS 0.9, ROMK primary 0.9, PPARg SRC-1 ag 14 and Diaph inh CS 8.
Screening Cc1nn(Cc2ccccc2Cl)c(C)c1C(=O)OCC(=O)NC1CCS(=O)(=O)C1 (centres undefined) returned PMI activator 1.1, G6PDH CS 3, TR-FRET SRC-2 ct 1382, PPARg SRC-3 ag 8, S1P3 antagonist -12, PMI act satM6P 1, PPARg SRC-2 ag 8, Diaph act CS 1, ROMK primary -1.4, PPARg SRC-1 ag 9 and Diaph inh CS -4.
Screening O=[N+]([O-])c1ccc(N2CCCC2)c2ncccc12 returned PMI activator 1, G6PDH CS 6, TR-FRET SRC-2 ct 1602, PPARg SRC-3 ag 7, S1P3 antagonist -27, PMI act satM6P 0.8, PPARg SRC-2 ag 6, Diaph act CS 0.9, ROMK primary 1.1, PPARg SRC-1 ag 1 and Diaph inh CS 6.
Screening COc1c2c(cc3c1OCO3)CC[N+](C)=C2 returned PMI activator 1, G6PDH CS 10, TR-FRET SRC-2 ct 1551, PPARg SRC-3 ag -2, S1P3 antagonist -3, PMI act satM6P 0.9, PPARg SRC-2 ag -2, Diaph act CS 0.2, PPARg SRC-1 ag 2 and Diaph inh CS 83*.
For O=C1CN=C(c2cccs2)c2c(sc3c2CCCC3)N1 the results were PMI activator 1, G6PDH CS 6, TR-FRET SRC-2 ct 1671, PPARg SRC-3 ag 0, S1P3 antagonist -17, PMI act satM6P 1, PPARg SRC-2 ag 4, Diaph act CS 1, PPARg SRC-1 ag 12 and Diaph inh CS 3.
Cc1ccc(-c2nc3ccccc3c(=O)n2-c2nccs2)cc1 was read as PMI activator 0.9, G6PDH CS 6, TR-FRET SRC-2 ct 1405, PPARg SRC-3 ag 4, PMI act satM6P 1, PPARg SRC-2 ag -5, Diaph act CS 1, PPARg SRC-1 ag 4 and Diaph inh CS 1.
`COc1cccc(NP(=O)(Oc2ccc(Cl)cc2)Oc2ccc(Cl)cc2)c1` gave PMI activator 0.8, G6PDH CS -11, TR-FRET SRC-2 ct 1581, PPARg SRC-3 ag -4, S1P3 antagonist 19, PMI act satM6P 0.9, PPARg SRC-2 ag -5, Diaph act CS 0.7, ROMK primary 1.3, PPARg SRC-1 ag -4 and Diaph inh CS 26.
For O=C1C2CCCN2C(c2ccc(Cl)cc2)N1c1ccccn1 (centres undefined) the results were PMI activator 1, G6PDH CS 8, TR-FRET SRC-2 ct 1568, PPARg SRC-3 ag 7, S1P3 antagonist -23, PMI act satM6P 1, PPARg SRC-2 ag 3, Diaph act CS 0.9, PPARg SRC-1 ag 0 and Diaph inh CS 5.
Screening CCOc1cc(C2C(C#N)=C(N)Oc3c2c(=O)oc2ccccc32)ccc1OC(=O)c1cccs1 (centres undefined) returned PMI activator 1, G6PDH CS -14, TR-FRET SRC-2 ct 1692, PPARg SRC-3 ag 4, S1P3 antagonist -22, PMI act satM6P 1, PPARg SRC-2 ag 4, Diaph act CS 0.9, PPARg SRC-1 ag 0 and Diaph inh CS 12.
O=P(N[C@@H](c1ccccc1)[C@@H]1C[C@H]1CO)(c1ccccc1)c1ccccc1 was read as PMI activator 1, G6PDH CS 9, TR-FRET SRC-2 ct 1512, PPARg SRC-3 ag -2, S1P3 antagonist -5, PMI act satM6P 0.9, PPARg SRC-2 ag 7, Diaph act CS 0.8, ROMK primary 0.079, PPARg SRC-1 ag 1 and Diaph inh CS 16.
For CCN1CCN(S(=O)(=O)c2cnc(Cl)c(Br)c2)CC1 the results were PMI activator 1, G6PDH CS -12, TR-FRET SRC-2 ct 1461, PPARg SRC-3 ag -5, S1P3 antagonist 2, PMI act satM6P 1.2, PPARg SRC-2 ag -1, Diaph act CS 0.9, PPARg SRC-1 ag -6 and Diaph inh CS 5.
O=c1[nH]c(=O)n(-c2ccc(Cl)cc2)c(O)c1C=Nc1ccc(S(=O)(=O)Nc2nccs2)cc1 was read as PMI activator 1.1, G6PDH CS 4, TR-FRET SRC-2 ct 1628, PPARg SRC-3 ag 4, S1P3 antagonist -4, PMI act satM6P 1.1, PPARg SRC-2 ag 5, Diaph act CS 0.8, ROMK primary 0.17, PPARg SRC-1 ag 4 and Diaph inh CS 15.
For O=C(COc1ccccc1)N1CCN(CC(O)COc2ccccc2)CC1 (centres undefined) the results were PMI activator 0.8, G6PDH CS 3, TR-FRET SRC-2 ct 1532, PPARg SRC-3 ag -9, S1P3 antagonist 9, PMI act satM6P 0.9, PPARg SRC-2 ag -1, Diaph act CS 0.9, PPARg SRC-1 ag -8 and Diaph inh CS 15.
Screening CCCCN1C(=O)NC(=O)/C(=C/c2cnc(SC)nc2)C1=O returned PMI activator 1.1, G6PDH CS 3, TR-FRET SRC-2 ct 1839, PPARg SRC-3 ag 7, PMI act satM6P 1.1, PPARg SRC-2 ag 7, Diaph act CS 1, PPARg SRC-1 ag -4 and Diaph inh CS -3.
For COc1cc(C)c(-c2nc(CN3C[C@@H]4C[C@@H](C3)c3cccc(=O)n3C4)c(C)o2)cc1C the results were PMI activator 0.9, G6PDH CS 8, TR-FRET SRC-2 ct 1494, PPARg SRC-3 ag 2, S1P3 antagonist -18, PMI act satM6P 1, PPARg SRC-2 ag 3, Diaph act CS 0.9, ROMK primary -0.12, PPARg SRC-1 ag 3 and Diaph inh CS 5.
Screening O=C(COc1ccccc1)c1cn(Cc2ccccc2)c2ccccc12 returned PMI activator 0.8, G6PDH CS -16, TR-FRET SRC-2 ct 1753, PPARg SRC-3 ag 3, S1P3 antagonist 9, PMI act satM6P 0.9, PPARg SRC-2 ag -4, Diaph act CS 0.9, PPARg SRC-1 ag -1 and Diaph inh CS 15.
For Cc1ccc(-n2c(C)cc(/C=C3/C(=O)NC(=O)N(C)C3=O)c2C)cc1 the results were PMI activator 1.1, G6PDH CS 3, TR-FRET SRC-2 ct 1478, PPARg SRC-3 ag 1, S1P3 antagonist -4, PMI act satM6P 1.1, PPARg SRC-2 ag 3, Diaph act CS 0.8, PPARg SRC-1 ag -5 and Diaph inh CS 16.
Screening O=C(CNC1CCCCC1)N1CCC2(CC1)OCCO2 returned PMI activator 0.9, G6PDH CS 2, TR-FRET SRC-2 ct 1627, PPARg SRC-3 ag -1, PMI act satM6P 1, PPARg SRC-2 ag 3, Diaph act CS 0.9, ROMK primary 0.39, PPARg SRC-1 ag 4 and Diaph inh CS 7.
